aSyn yeast inh – rescues yeast growth from alpha-synuclein toxicity. Yeast expressing alpha-synuclein, growth rescue, BacTiter-Glo, 24 h. Potency, µM (titrated, usually from 46.1 µM), for inactives: at the top dose growth rescue (activation), hits mostly activators. hit rate 0.14% among 370,000. AID 652106; also: potency is read from the fitted curve at half-maximal effect; % of control where 0% means no effect; nearly all actives have a fitted effect of over 65% in size
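Screening used galactose-induced yeast with toxic alpha-synuclein levels, exposed to compound for 24 hr at 30 deg C. Cell growth, read with BacTiter-Glo luminescence, gave the measured signal.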
DRD3 agonist – D3 dopamine receptor (human) agonism; P35462; D3R DiscoveRx beta-arrestin cells, luminescence, 90 min; max activation, %; hit rate 0.58% among 410,000; AID 652048; in the data active = max activation above about 30%; also: 0% is about no effect; mostly tested at two doses, the higher about 12 µM
Target sequence (P35462 whole entry, looked up): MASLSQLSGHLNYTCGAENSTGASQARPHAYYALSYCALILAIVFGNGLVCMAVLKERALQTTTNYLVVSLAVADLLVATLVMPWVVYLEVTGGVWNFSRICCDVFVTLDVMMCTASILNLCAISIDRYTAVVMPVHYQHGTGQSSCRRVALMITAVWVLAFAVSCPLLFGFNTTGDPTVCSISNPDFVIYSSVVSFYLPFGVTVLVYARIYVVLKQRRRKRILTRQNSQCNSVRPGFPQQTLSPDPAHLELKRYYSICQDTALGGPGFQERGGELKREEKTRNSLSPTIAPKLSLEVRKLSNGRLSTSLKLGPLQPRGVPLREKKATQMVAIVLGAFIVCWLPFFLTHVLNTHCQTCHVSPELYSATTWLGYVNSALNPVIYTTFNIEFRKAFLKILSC
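Cells at 1500/well, incubated overnight, then treated with pinned compounds (dopamine as control) for 90 min at 37 degrees C. DiscoveRx reagent added for 30 - 60 minutes at room temperature; luminescence read.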
KB-V1 MDR tox – kills drug-selected multidrug resistant KB-V1 cells; KB-V1 MDR cells viability, CellTiter-Glo, 72 h; Potency, µM (highest dose often 46.1 µM), for inactives: at the highest dose activity change, negative = cytotoxicity, hits mostly cytotoxic; hit rate 3.4% among 400,000; AID 1347076; also: potency is read from the fitted curve at half-maximal effect; % is scaled to controls: 0 for no effect and ±100 for the full control effect; nearly all actives have a fitted effect of over 60% in size
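In this primary screen, KB-V1 cells overexpressing P-gp are incubated with library compounds (lowest to highest concentration) for 72 h at 37 degrees C before a luminescent ATP viability read.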
HEK293 tox – cytotoxic in the GLP-1 receptor inverse agonist counter-screen; hit rate 0.13% among 410,000; HEK293 cAMP-luciferase reporter cells, luminescence, 24 h; Potency, µM (highest dose often 38.3 µM), inactives show top-dose activity change, negative = inhibition, hits mostly inhibitors; AID 624418;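 also: loss of luciferase light is scored as toxicity; potency is read from the fitted curve at half-maximal effect; % is scaled to controls: 0 for no effect and ±100 for the full control effect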
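To flag toxic compounds, the library was rerun on cells for 24 hr at 37 deg C and 5% CO2. Viability-linked luminescence was captured 12 min after adding luciferase detection reagent.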
PTHR1 agonist – agonists of human PTHR1 parathyroid hormone receptor. Q03431. HEK293 GP2 PTHR1 cells, GloSensor cAMP luminescence, 1 h. Potency, µM (doses to about 115 µM), inactives show top-dose activation, most hits filed as activators. hit rate 0.075% among 410,000. AID 743266; also: potency is read from the fitted curve at half-maximal effect; nearly all actives have a fitted effect of over 55% in size; some results filed as inactive show a strong effect at the top dose; inactives centre near -15; many of its hits are not listed in these tables
Target sequence (Q03431 whole entry, looked up): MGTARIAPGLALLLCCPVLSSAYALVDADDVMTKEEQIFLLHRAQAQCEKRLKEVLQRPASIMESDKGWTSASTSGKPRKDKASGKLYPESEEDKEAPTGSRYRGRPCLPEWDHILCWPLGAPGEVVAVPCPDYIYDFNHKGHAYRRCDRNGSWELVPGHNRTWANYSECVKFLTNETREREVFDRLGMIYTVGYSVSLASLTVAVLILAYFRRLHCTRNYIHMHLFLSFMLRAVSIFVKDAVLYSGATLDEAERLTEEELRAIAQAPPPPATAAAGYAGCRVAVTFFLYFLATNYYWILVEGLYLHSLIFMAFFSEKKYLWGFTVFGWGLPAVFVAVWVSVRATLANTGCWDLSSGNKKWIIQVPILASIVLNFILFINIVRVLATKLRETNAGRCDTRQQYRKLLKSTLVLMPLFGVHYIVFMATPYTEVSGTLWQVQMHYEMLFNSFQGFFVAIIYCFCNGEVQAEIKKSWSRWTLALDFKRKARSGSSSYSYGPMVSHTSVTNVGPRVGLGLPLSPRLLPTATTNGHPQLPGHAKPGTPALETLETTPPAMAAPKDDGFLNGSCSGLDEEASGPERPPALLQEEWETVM
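HEK-293-derived GP2 cells expressing PTHR1 and a GloSensor cAMP reporter, 3,000/well, plated overnight, given luciferin plus IBMX (each 0.5 mM as added) for 1 h at 37 °C, then compound for 1 h at 37 °C. Luminescence was read after 15 min at room temperature.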
GLP-1R agonist – activates the human GLP-1 receptor; HEK293 GLP-1R CRE-luciferase, luminescence, 4-6 h; cells express a hypersensitive GLP-1R form; hit rate 0.007% among 380,000; P43220; AID 624172; Potency, µM (top dose mostly 45.6 µM), for inactives: top-dose activation, most hits filed as activators; also: potency is read from the fitted curve at half-maximal effect; % of control where 0% means no effect
TDP-43 yeast inh – rescues yeast growth from TDP-43 toxicity; TDP-43 expressing yeast growth rescue, BacTiter-Glo, 24 h; Potency, µM (titrated, usually from 46.1 µM), without a hit: at the top dose growth rescue (activation), hits mostly activators; hit rate 1.8% among 410,000; AID 652104; also: potency is read from the fitted curve at half-maximal effect; % of control where 0% means no effect; nearly all actives have a fitted effect of over 50% in size
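Galactose-induced TDP-43 yeast, OD600=0.02, compound pinned; 24 hr, 30 deg C; BacTiter-Glo luminescence for growth. Inhibitors of TDP-43 toxicity read as activators.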
GLP-1R inv ag – GLP-1 receptor (human) inverse agonism; P43220; HEK293 GLP-1R CRE-luciferase, luminescence, 24 h; GLP-1R form is constitutively active; Potency, µM (series often up to 38.3 µM), for the others: at the top dose activity change, negative = inhibition, hits mostly inhibitors; hit rate 1.6% among 410,000; also: potency is read from the fitted curve at half-maximal effect; % is scaled to controls: 0 for no effect and ±100 for the full control effect; nearly all actives have a fitted effect of over 55% in size
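Inverse agonists were sought by their lowering of basal cAMP reporter luciferase output in HEK293 cells stably carrying constitutively active human GLP-1R, after 24 h compound treatment.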
DRD3 antagonist – D3 dopamine receptor (human) antagonism; hit rate 2.5% among 360,000; P35462; max response, negative = inhibition, %; D3R cells, DiscoveRx beta-arrestin luminescence, antagonist mode; hits give low values; in the data active = max response below about -50%; inconclusive = no clear call, values can overlap the other calls; also: % is scaled to controls: 0 for no effect and ±100 for the full control effect; mostly tested at two doses, the higher about 12 µM
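Cells expressing the human receptor were seeded at 1500 cells/well, incubated overnight at 37 degrees C in 5% CO2, then exposed to library compounds with dopamine controls for 90 minutes at 37 degrees C before luminescent detection.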
Active calls of the source: *; i = inactive; u = inconclusive; x = not tested or not shown; & = joins results of further samples; ! = a repeat was not active; [ ] = dose if it differs, or a comment. Unless noted, calls follow the shape of the dose curve; as a rule, active = well fitted curve in the direction sought with a large enough effect; inconclusive = small, poorly fitted or top-dose-only effect, or another doubt; inactive = no such curve, though single readings can be large; an effect the other way counts as inactive or inconclusive.

Below each SMILES – aSyn yeast inh, DRD3 agonist, KB-V1 MDR tox, HEK293 tox, PTHR1 agonist, GLP-1R agonist, TDP-43 yeast inh, GLP-1R inv ag, DRD3 antagonist
> Cc1ccccc1Cc1c(C)nc2c(-c3ccccc3)c(C)[nH]n2c1=O
→ x, -8, u, u, -31%[inhibitor], -3%, 11%, u, x
> C[C@H]1c2cccc(O)c2C(O)=C2C(=O)[C@]3(O)C(O)=C(C(N)=O)C(=O)[C@@H](N(C)C)C3[C@@H](O)C21 (some centres not stated)
→ -11%, 12, 1%, 5%, i, -5%, 6%, -3%, 0
> O=C1Cc2c([nH]c3ccc([N+](=O)[O-])cc23)-c2ccccc2N1
→ -8%, -24, u, u, -18%, -30%, -19%, u, -23
> C/C=C(/C)C(=O)O[C@@H]1c2cc(OC)c(OC)c(OC)c2-c2c(cc3c(c2OC)OCO3)C[C@H](C)[C@]1(C)O
→ 4%, -27, 31%, 0%, i, 17%, 17%, -23%, 6
> CCOC(=O)NNc1nncc2ccccc12
→ -3%, 0&-12, -4%, 2%, -24%, 0%&-6%, 3%, 2%, 0
> COc1ccc(CNC(=O)Nc2ccc3c(c2)N(C)C(=O)c2ccccc2S3)cc1OC
→ x, 4, x, -6%, -5%, x, 2%, u, x
> NC1(c2ccc(-c3nc4ccn5c(=O)[nH]nc5c4cc3-c3ccccc3)cc2)CCC1
→ 2%, -19, -15%, x, x, 10%, x, x, x
> Cc1cccc(NC(c2ccccc2F)c2ccc3ccc(C)nc3c2O)n1 (configuration not stated)
→ x, -16, -7%, 0%, i, x, 9%[9.22 µM], 10%, x
> CC1OC(CC(=O)O)CC2=C1C(=O)c1c(O)cccc1C2=O (configuration not stated)
→ -74%[inhibitor], -23, 2.9µM*, 0.89µM*, -44%[inhibitor], -28%, -92%[inhibitor], u, -94*
> C[C@@H]1C[C@H]2[C@@H]3C[C@H](F)C4=CC(=O)C=C[C@]4(C)[C@@]3(F)[C@@H](O)C[C@]2(C)[C@@]1(O)C(=O)COC(=O)C(C)(C)C
→ -2%, -5, -7%, -3%, -5%, -5%&0%, -12%, -59%, 0
> COc1ccc(CN2CCN(C(c3ccc(F)cc3)c3ccc(F)cc3)CC2)c(OC)c1OC
→ 15%, 0&-24, 18µM*, u, -20%, -5%&-1%, 23%, 10µM*, 0
> Cc1cccc(C)c1NC(=O)C1CCCCN1C (configuration not stated)
→ 1%, -6&-13, -5%, 1%, -21%, -6%&7%, u, 0%, -7
> O=c1ccn([C@H]2C[C@H](O)[C@@H](CO)O2)c(=O)[nH]1
→ -3%, 4, u, 0%, -4%, -2%, 12%, 1%, 17
> CCC(Sc1nc2ccccc2c2nc(CCn3cncc3C)nn12)C(=O)Nc1cccc(OC)c1 (configuration not stated)
→ x, -4, -7%, -4%, i, x, 6%, 12%, x
> Cc1ccc(Nc2nc3ccccc3c3nnc(C)n23)c(C)c1
→ x, 12, 10%, -12%, i, x, u, 15%, x
> NC(N)=NC(=O)Cc1c(Cl)cccc1Cl
→ -8%&7%, -18&-2, -16%, 1%, -9%, -6%&4%, 12%, -21%, -2
> O=C(O)CNC(=O)c1ccccc1
→ -4%, -1&-11, 13%, 5%, -22%, 0%&5%, -1%, -7%, -22
> COC(c1ccccc1)(c1ccccc1)C(Oc1nc(C)cc(C)n1)C(=O)O (configuration not stated)
→ 0%, 0, 2%, 3%, -24%, -2%&1%, -4%, -5%, 6
> Cn1c(=O)c2c(ncn2CCO)n(C)c1=O
→ -2%, -68&2, 22%, 5%, i, -8%&0%, 0%, 14%, 0
> CCCCOc1ccc(CC(=O)NO)cc1
→ 7%&11%, 1&-10, u, 1%, i, 5%, u, u, 3

3 entries drawn at random from those above, as already listed:
Below each SMILES – aSyn yeast inh, DRD3 agonist, KB-V1 MDR tox, HEK293 tox, PTHR1 agonist, GLP-1R agonist, TDP-43 yeast inh, GLP-1R inv ag, DRD3 antagonist
> Cc1cccc(NC(c2ccccc2F)c2ccc3ccc(C)nc3c2O)n1 (configuration not stated)
→ x, -16, -7%, 0%, i, x, 9%[9.22 µM], 10%, x
> Cc1ccccc1Cc1c(C)nc2c(-c3ccccc3)c(C)[nH]n2c1=O
→ x, -8, u, u, -31%[inhibitor], -3%, 11%, u, x
> COc1ccc(CN2CCN(C(c3ccc(F)cc3)c3ccc(F)cc3)CC2)c(OC)c1OC
→ 15%, 0&-24, 18µM*, u, -20%, -5%&-1%, 23%, 10µM*, 0

(cont.)
Below each SMILES – aSyn yeast inh, DRD3 agonist, KB-V1 MDR tox, HEK293 tox, PTHR1 agonist, GLP-1R agonist, TDP-43 yeast inh, GLP-1R inv ag, DRD3 antagonist
> CCCCC1C(=O)N(c2ccccc2)N(c2ccccc2)C1=O
→ 28%&3%, -17&4&8, -1%, -7%, -37%[inhibitor], 1%&-2%&8%, u, -16%, 14
> COc1cc([C@H]2Oc3cc([C@H]4Oc5cc(O)cc(O)c5C(=O)[C@@H]4O)ccc3O[C@@H]2CO)ccc1O
→ -12%, -29&8, -1%, 4%, 4%, 0%&-4%, 5%, -2%, -13
> CCOc1ccc(NC(=O)Cn2cc(C(=O)c3cccs3)c3ccccc32)cc1
→ x, 0, -27%, -24%, 29%, x, 7%, u, x
> COc1ccc(OCC(=O)Nc2cc(-c3nc4ccccc4s3)ccc2C)cc1
→ x, 18, -4%, -4%, i, x, 20%, 10%, x
> C=C1c2cccc(O)c2C(O)=C2C(=O)[C@]3(O)C(O)=C(C(N)=O)C(=O)[C@@H](N(C)C)[C@@H]3[C@@H](O)[C@H]12
→ -10%, -26&4, -5%, 3%, -16%, -9%, -12%, -17%, -14
> CCCCCCCCCCCCCC[N+](C)(C)Cc1ccccc1
→ -33%[inhibitor], 9, -17%, x, x, -2%, x, x, x
> COc1ccc(-n2[nH]c3c(cnc4ccccc43)c2=O)cc1
→ 3%, -4, u, -13%, -9%, 2%, 5%, 5%, -24
> CC12CCC(=O)C=C1CCC1C2CCC2(C)C1CC[C@]2(O)C(=O)CO (some centres not stated)
→ 0%, 5, -4%, 31%, i, -2%, 16%, 23%, 8
> O=C(O)/C=C/c1ccc(O)cc1
→ 0%, 0, 0%, 6%, -20%, -1%, -3%, 19%, -17
> CNc1c2c(nn1C)CCCC2
→ 2%&1%, 16&5&2, 4%&13%, 1%&-2%, i, -3%&3%&-1%, 4%&20%, 10%&1%, 36&20
> Cc1cccc2c1NC(=O)/C2=C\C(=O)c1cccs1
→ -13%, -7, u, u, -27%, -3%, u, u, -21
> COC(=O)C1=CO[C@@H](OC2OC(CO)C(O)C(O)C2O)[C@@H]2[C@@H](C)[C@@H](O)C[C@H]12 (some centres not stated)
→ -3%, -15, 0%, 4%, -22%, 1%, -11%, -2%, -14
> Cc1cccc2nc(-c3ccccn3)c(Nc3ccccc3)n12
→ x, -29, 6.5µM*, u, -27%, x, -9%, u, x
> CC(=O)Nc1ccccc1
→ -2%, 16&7, 19%, 5%, -2%, 6%&3%, 20%, 18%, 31
> COc1c(O)cc2c(c1O)[C@@H]1OC(CO)C(O)C(O)[C@H]1OC2=O (some centres not stated)
→ -7%, 14, 4%, 1%, -19%, 2%, 19%, 2%, 2
> Cc1ccccc1C(=O)Nc1cccc(-c2nc3cccnc3s2)c1
→ x, 2, x, 10%, -33%[inhibitor], x, u, -6%, x
> O=c1cc(-c2ccc(O)cc2)oc2cc(O[C@@H]3O[C@H](CO)[C@@H](O)[C@H](O)[C@H]3O[C@@H]3OC[C@](O)(CO)[C@H]3O)cc(O)c12
→ -1%, -22, 2%, 8%, -17%, -1%, 18%, 25%, 5
> Cc1[nH]c2ccccc2c1/C=N/NC(N)=S
→ 0%, 3, 0%, 0%, i, 20%, -14%[1.82 µM], 55%[activator], -7
> Cc1ccnc(NC(c2cccc(O)c2)c2ccc3ccc(C)nc3c2O)c1 (configuration not stated)
→ x, -22, -9%, -8%, i, x, 18%, u, x
> COc1ccc(/C=C/C(=O)O)cc1
→ 18%, -11&0, u, 4%, -7%, -4%&-6%, u, 11%, 13
> NNC(=O)CP(=O)(c1ccccc1)c1ccccc1
→ 0%, 0&-11, 3%, 6%, 1%, 4%&-5%, 5%, -2%, -4
> COc1ccc2nc(NC(=O)Nc3ccccc3)sc2c1
→ -7%, 14&9, -13%, -18%, -36%, -4%&9%, u, u, 2
> Cc1cc(C)cc(OCC2CNC(=O)O2)c1 (configuration not stated)
→ 0%, 83*!, 2%, 5%, -21%, -2%&0%, 5%, 16%, 14
> COc1ccc(/C=N/NC(=O)c2ccncc2)cc1OC
→ -2%, 10&-15, u, 4%, -17%, -4%&15%, -6%, 21%, -19
> CCn1cc(C(=O)O)c(=O)c2cc(F)c(N3CCNCC3)nc21
→ -4%, 16&11, 21%, 1%, -8%, 13%, u, -16%, 8
> COc1ccc2ccc(=O)oc2c1
→ -5%, 10, 0%, -1%, i, 12%, 2%, 1%, 2
> Nc1c2c(nc3ccccc13)CCCC2O (configuration not stated)
→ -1%&-2%, -55&-9, 10%, 3%, -12%, 0%&-4%, 15%, 2%, 18
> COc1c(O)cc2c(c1O)[C@@H]1O[C@H](CO)[C@@H](O)[C@H](O)C1OC2=O (some centres not stated)
→ -3%, 1, -8%, 3%, -23%, 1%, 6%, -2%, 2
> C/C=C(/C)C(=O)OC1c2c(ccc3ccc(=O)oc23)OC(C)(C)C1OC(=O)/C(C)=C\C (configuration not stated)
→ 3%, 1, u, 9%, -92%[inhibitor], 4%, -8%, u, 16
> O=C(Nc1ccc(C(=O)O)c(O)c1)c1ccccc1
→ 0%, 11&4, 2%, 3%, -15%, 3%&-4%, -10%, 4%, -1
> Cc1ccc(NC(=O)Cn2c(=O)n(CCC(=O)N3CCc4ccccc4C3)c(=O)c3ccccc32)c(C)c1
→ x, -16, -39%, 0%, 27%, -1%, -6%, 0%, x
> CN(C)CCOc1ccccc1Cc1ccccc1
→ -12%, -82&-21, -5%, -11%, -18%, 1%&2%, 17%, u, -75*

High-throughput results (PubChem BioAssay)

Not all compounds are listed; count on the stated rates, not on these rows.
